JMJD2A Tudor inh – qHTS Assay for Inhibitors of JMJD2A-Tudor Domain; Lysine-specific demethylase 4A (Homo sapiens), O75164; AlphaScreen JMJD2A-Tudor / H3K4me3 peptide binding; Potency, µM (doses to about 114 µM), for the others: at the top dose activity change, negative = inhibition, most hits filed as inhibitors; 390,000 tested, 4.4% active; AID 504339, 2011; also: % is scaled to controls: 0 for no effect and ±100 for the full control effect; nearly all actives have a fitted effect of over 50% in size
Target sequence (O75164 whole entry, looked up, the tested form may be a part): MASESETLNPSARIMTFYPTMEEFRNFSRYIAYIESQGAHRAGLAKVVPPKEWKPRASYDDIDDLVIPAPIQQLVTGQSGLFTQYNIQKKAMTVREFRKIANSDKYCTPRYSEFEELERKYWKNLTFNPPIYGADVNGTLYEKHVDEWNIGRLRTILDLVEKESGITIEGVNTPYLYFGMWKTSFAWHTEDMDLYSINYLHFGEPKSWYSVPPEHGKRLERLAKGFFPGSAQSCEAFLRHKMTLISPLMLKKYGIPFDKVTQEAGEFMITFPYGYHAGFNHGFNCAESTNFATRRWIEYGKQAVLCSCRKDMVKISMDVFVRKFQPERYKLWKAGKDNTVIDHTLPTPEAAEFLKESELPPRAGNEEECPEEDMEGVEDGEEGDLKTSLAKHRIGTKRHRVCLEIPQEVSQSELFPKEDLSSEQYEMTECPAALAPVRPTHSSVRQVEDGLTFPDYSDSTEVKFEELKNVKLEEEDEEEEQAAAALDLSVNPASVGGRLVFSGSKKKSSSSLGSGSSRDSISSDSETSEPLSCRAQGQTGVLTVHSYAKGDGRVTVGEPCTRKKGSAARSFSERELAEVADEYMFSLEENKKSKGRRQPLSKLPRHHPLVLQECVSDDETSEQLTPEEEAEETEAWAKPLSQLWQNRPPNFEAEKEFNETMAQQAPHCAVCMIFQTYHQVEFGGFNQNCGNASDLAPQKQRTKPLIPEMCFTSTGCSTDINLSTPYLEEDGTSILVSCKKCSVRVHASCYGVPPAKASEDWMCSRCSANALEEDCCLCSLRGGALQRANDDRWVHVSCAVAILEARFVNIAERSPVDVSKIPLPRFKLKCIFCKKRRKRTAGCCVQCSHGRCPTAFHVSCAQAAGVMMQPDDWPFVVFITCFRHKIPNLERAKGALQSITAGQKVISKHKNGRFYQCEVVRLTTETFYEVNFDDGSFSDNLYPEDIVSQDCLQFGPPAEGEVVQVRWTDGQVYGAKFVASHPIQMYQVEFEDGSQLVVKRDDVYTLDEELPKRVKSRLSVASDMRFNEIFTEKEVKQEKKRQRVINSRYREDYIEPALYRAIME
rTrxR1 inhibitor – qHTS Assay for Inhibitors of Mammalian Selenoprotein Thioredoxin Reductase 1 (TrxR1): qHTS; Thioredoxin reductase 1, cytoplasmic (Rattus norvegicus), O89049; recombinant rTrxR1, NADPH fluorescence consumption, selenite substrate; Potency, µM (doses to about 114 µM), inactives show at the highest dose activity change, negative = inhibition, hits mostly inhibitors; 390,000 tested, 1% active; AID 588453, 2011; also: % is scaled to controls: 0 for no effect and ±100 for the full control effect; nearly all actives have a fitted effect of over 65% in size
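Rat TrxR1 (90 nM in the dispensed reagent) was pre-reduced with 400 uM NADPH for 5 min at room temperature, then incubated with compound for 15 min. After 400 uM selenite was added, NADPH fluorescence (Ex 340/Em 450 nm) was followed for 8 min.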
ERG-DNA inh – qHTS for Small Molecule Inhibitors of the ERG Ets/DNA interaction; 370,000 tested, 0.028% active; Transcriptional regulator ERG (Homo sapiens), P11308; AID 624246, 2012; fluorescence polarization, His-ERG Ets domain / labelled DNA; Potency, µM (doses to about 76.9 µM), for inactives: top-dose FP activity, negative = inhibition, usual class: inhibitors; active = well fitted inhibition curve with a large enough effect in the polarisation, with a control signal flat; inconclusive = small, poorly fitted or top-dose-only effect, or effect the other way, or a change in a side signal; inactive = no such curve, though single readings can be large or run the other way; the % refers to the polarisation;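 also: polarization taken with two DNA probes labelled with fluorescein and Texas red; % of control where 0% means no effect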
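His-tagged ERG Ets domain (1 uM in the protein solution; 300mM KCl, 50mM Tris-HCl, 1mM EDTA, 1mM DTT, pH 7.5) received compound, then a probe mix of 5 nM fluorescein-DNA and 100nM Texas-615-DNA. Fluorescence polarization was read for both dyes.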
Tb PGK inh – qHTS Assay to Find Inhibitors of Phosphoglycerate Kinase | Phosphoglycerate kinase, glycosomal (Trypanosoma brucei brucei), P07378 | PGK/GAPDH coupled, Kinase-Glo luminescence, 60 min | Potency, µM (titrated, usually from 57.5 µM), inactives show at the top dose activity change, negative = inhibition, usual class: inhibitors | 380,000 tested, 0.043% active | AID 602233, 2012; also: % is scaled to controls: 0 for no effect and ±100 for the full control effect; nearly all actives have a fitted effect of over 60% in size
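Recombinant glycosomal PGK reaction used 1,3-bisphosphoglycerate generated in-well by GAPDH (100nM final) in 100mM TEA pH 7.6, 5mM MgCl2, 0.01% Tween-20. After 60 minutes at room temperature, ATP was read by Kinase-Glo Plus luminescence end-point.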
GLS inh – qHTS for Inhibitors of Glutaminase (GLS); Glutaminase kidney isoform, mitochondrial (Homo sapiens), O94925; 410,000 tested, 0.21% active; Potency, µM (series often up to 45.5 µM), inactives show top-dose activity change, negative = inhibition, actives largely listed as inhibitors; GLS enzymatic activity, qHTS titration; AID 624170, 2012; also: % is scaled to controls: 0 for no effect and ±100 for the full control effect
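Read-out is an Amplex red fluorescence increase coupled through glutamate oxidase and HRP, measured before and after 30 min room-temperature incubation. hKGA is in 45 mM KH2PO4 (pH 8.2) with 0.02% Tween-20; glutamine added as 1mM solution.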
ALOX12 inh – Primary qHTS assay for inhibitors of human arachidonate 12S-lipoxygenase (ALOX12): Round 2 | Polyunsaturated fatty acid lipoxygenase ALOX12 (Homo sapiens), P18054 | Potency, µM (titrated, usually from 108 µM), inactives show top-dose activity change, negative = inhibition, usual class: inhibitors | 580,000 tested, 1.1% active | purified 12hLO, xylenol orange hydroperoxide absorbance; also: % is scaled to controls: 0 for no effect and ±100 for the full control effect
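Purified human 12hLO (150 nM final) in 25 mM Hepes, 0.01% Triton X-100, pH 7.0 was preincubated 15 min at room temperature with compound. Then 40 uM arachidonic acid was added, 30 min. Hydroperoxide was read by Fe-XO absorbance ratio 573/405 nm.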
RGS4 inh – Inhibitors of Regulator of G Protein Signaling (RGS) 4: qHTS. 390,000 tested, 0.039% active. AID 504845, 2011. Potency, µM (doses to about 114 µM), for the others: at the highest dose activity change, negative = inhibition, hits mostly inhibitors. Transcreener GDP fluorescence polarization, RGS4-accelerated GTP hydrolysis. Regulator of G-protein signaling 4 (Homo sapiens), P49798; also: % is scaled to controls: 0 for no effect and ±100 for the full control effect; nearly all actives have a fitted effect of over 75% in size; some results filed as inactive show a strong effect at the top dose
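MLSMR compounds (23 nl, pin-transferred) preincubated 10 min at room temperature with a 500nM (2x) first reagent, then RGS4 at 900nM (2x) plus Transcreener GDP mix added; fluorescence polarization (620/688 nm) read before and after 90 min at 30 °C.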
HP1b binding inh – HTS for Inhibitors of HP1-beta Chromodomain Interactions with Methylated Histone Tails | Chromobox protein homolog 1 (Homo sapiens), P83916 | AlphaScreen HP1-beta / biotin-H3K9me3 peptide binding | Potency, µM (top dose mostly 114 µM), inactives show at the top dose activity change, negative = inhibition, most hits filed as inhibitors | 390,000 tested, 0.56% active; also: nearly all actives have a fitted effect of over 70% in size; inactives centre near 23
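AlphaScreen: HP1-beta (50 nM) preformed 30 min with biotin-H3(1-18)K9me3 peptide (50 nM) in PBS pH 7.4, 0.01% Tween-20. Compound added for 30 min at RT, then streptavidin donor/nickel chelate acceptor beads (10 ug/mL) for 30 min.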
Pin1 inhibitor – qHTS Assay to Find Inhibitors of Pin1 | Peptidyl-prolyl cis-trans isomerase NIMA-interacting 1 (Homo sapiens), Q13526 | Pin1 FP peptide displacement, HiFluor488, 10 min | Potency, µM (series often up to 115 µM), for the others: at the top dose activity, negative = inhibition, hits mostly inhibitors | 390,000 tested, 0.009% active; active = well fitted inhibition curve with a large enough effect in the polarisation, with a control signal flat, not every such curve was filed as active; inconclusive = small, poorly fitted or top-dose-only effect, or effect the other way, or a change in a side signal; inactive = no such curve, though single readings can be large or run the other way; the % refers to the polarisation; also: % is scaled to controls: 0 for no effect and ±100 for the full control effect
An asterisk follows results filed as active; i = inactive; ? = inconclusive; · = not tested or not shown; [ ] = remark or other dose. Unless noted, calls follow the shape of the dose curve; as a rule, active = well fitted curve in the direction sought with a large enough effect; inconclusive = small, poorly fitted or top-dose-only effect, or another doubt; inactive = no such curve, though single readings can be large; an effect the other way counts as inactive or inconclusive. Potency is read from the fitted curve at half-maximal effect. The list is partial; rates above refer to the full screens.

| JMJD2A Tudor inh | SMILES | rTrxR1 inhibitor | ERG-DNA inh | Tb PGK inh | GLS inh | ALOX12 inh | RGS4 inh | HP1b binding inh | Pin1 inhibitor |
| --- | --- | --- | --- | --- | --- | --- | --- | --- | --- |
| -5% | COC(=O)C1=NNC(C(=O)OC)C1c1ccccc1 (configuration not stated) | 2%[11.4 µM] | 6% | 2% | -1% | -7% | 10% | 23% | 0% |
| 16% | Cc1ccc(OCc2nnc(SCC(N)=O)n2N)cc1 | 25% | -2% | -6% | 4% | -4% | 12% | 35% | 2% |
| -12% | NC(=O)C1CCN(C(=O)c2cccc(CN3C(=O)c4ccccc4C3=O)c2)CC1 | -7% | 0% | -6% | 3% | 7% | 2% | 14% | 4% |
| 1% | CCCC(=O)NCCc1cc2ccc(OC)cc2[nH]c1=O | -5% | -3% | · | -7% | 25% | 7% | 25% | -8% |
| -4% | CCOC(=O)Cn1cc(C(=O)OC)c2ccccc21 | 10%[57.1 µM] | 0% | 7% | 3% | 8% | 30% | 46%[activator] | -3% |
| ? | CCOC(=O)C1(CCOc2ccccc2)CCN(Cc2cnc(C)[nH]2)CC1 | 8%[57.1 µM] | 12% | -3% | -15% | 0% | 13% | 0% | -2% |
| -3% | COc1ccc(S(=O)(=O)NCC2CCCN(C(=O)CNC(C)=O)C2)cc1 (configuration not stated) | 2% | -11% | 5% | 0% | 0% | 10% | 35% | 6% |
| -10% | COc1cccc(CN(C)C(=O)c2ccc(Cl)c(S(=O)(=O)N3CCCCCC3)c2)c1OC | 1% | 3% | 0% | -1% | -3% | -5% | 45%[activator] | 1% |
| -3% | Cc1cn2c(=O)cc(COC(=O)COc3ccccc3C)nc2s1 | 11%[57.1 µM] | -3% | -5% | 1% | -9% | -20% | 45%[activator] | ? |
| ? | O=C(COc1ccc(Cl)cc1)N(Cc1ccco1)Cc1ccco1 | 20% | 2% | -6% | -4% | ? | 16% | -10% | -1% |
| -11% | COc1ccc(C(=O)Oc2ccc3ccc(=O)oc3c2)cc1OC | 9% | -6% | 0% | 5% | -18% | 17% | -3% | 2% |
| -10% | O=C(Nc1nc(-c2ccc(Br)cc2)ns1)c1ccccc1F | 15% | 10% | 0% | -6% | -12% | 5% | 40% | -4% |
| -12% | Cn1c(=O)oc2cc(S(=O)(=O)N3CCC(C(=O)NCc4cccs4)CC3)ccc21 | -12% | -2% | 8% | 3% | 16%[57.4 µM] | -3% | 63%[activator] | -1% |
| -4% | COc1ccc(OCc2nc(C#N)c(NCCCn3ccnc3)o2)cc1 | 29%[57.1 µM] | 7% | -3% | -10% | 5% | -9% | 30% | 6% |
| -21%[11.4 µM] | Cc1cc(/C=C2\SC(N)=NC2=O)c(C)n1-c1ccc(F)cc1 | 29%[57.1 µM] | 7% | -2% | 0% | ? | ? | -10% | ? |
| ? | COc1cccc(CNC(=O)Cc2ccc(NC(=O)C3=C(C)OCCS3)cc2)c1 | 1% | -1% | -5% | -2% | -11% | -29%[56.9 µM] | 17% | 2% |
| -16% | Cn1c2c(c(=O)n(C)c1=O)C1(C(=O)Nc3ccccc31)C(C#N)=C(N)O2 (configuration not stated) | -13% | 3% | -2% | 51%[activator] | 0% | -36% | 60%[activator] | 5% |
| -10% | O=C(COc1ccccc1C(=O)NCC1CCCO1)Nc1ccc(Br)cc1 (configuration not stated) | 19% | -10% | -4% | 2% | 1% | 43% | 24% | -7% |
| -16% | c1ccc(CCNc2c3c(nc4ncnn24)CCC3)cc1 | 4% | 2% | -9% | 0% | 16% | 23% | 21% | 0% |
| -6% | COc1cccc(C(=O)NCCCNC(=O)c2cccc(OC)c2)c1 | 16% | 12% | -4% | 5% | -38% | -5% | 16% | 3% |
| -13% | Cc1ccc(S(=O)(=O)N(C)Cc2ccc(C(=O)N/N=C3\CCCC(=O)C3)cc2)cc1 | -14% | -5% | -8% | 13% | 17% | -29% | 32% | -4% |
| 1% | CCOC(=O)COc1c(C=O)cc(Br)cc1OC | 7%[57.1 µM] | 2% | 5% | 13% | 3% | 0% | 38% | 0% |
| -30% | Cc1ccc(-c2nc(-c3cccnc3)sc2CC(=O)Nc2ccc(C)c(Cl)c2)cc1 | -5% | 27% | -10% | 7% | ? | ? | 15% | 67%[activator] |
| -26% | COc1ccc(CNc2ncccc2[N+](=O)[O-])cc1 | -6% | 1% | -6% | -8% | 1% | -7%[56.9 µM] | 29% | 2% |
| -10% | CC(=O)Nc1c(Br)cc2c(c1Br)C(=O)c1ccccc1-2 | 1%[11.4 µM] | 4% | -3% | -2% | ? | 3% | 28% | 0% |
| -12% | CCOC(=O)c1[nH]c2ccccc2c1NC(=O)c1ccc(OC(C)C)cc1 | 10% | 5% | -10% | 3% | -26% | 2% | 40%[activator] | 7% |
| -8% | O=C(c1c(F)cccc1F)N1CCN(c2ncccn2)CC1 | 23%[57.1 µM] | 3% | 11% | 5% | 1% | 25% | 25% | -1% |
| -11% | COc1ccc(CCNC(=O)C2CC(=O)N(c3ccc(C)cc3)C2)cc1OC (configuration not stated) | 28% | 18% | 6% | 1% | 3% | -35% | 28% | -7% |
| -14% | CC(=O)Nc1ccc(S(=O)(=O)N(C)CC(=O)OCC(=O)N2CCCCCC2)cc1 | 17% | -7% | -4% | -2% | 0% | 4% | 34% | -7% |
| ? | O=C(c1cncc(Br)c1)N1CCN(S(=O)(=O)c2ccccc2C(F)(F)F)CC1 | -1%[57.1 µM] | 12% | -7% | -22% | -4% | ? | 3% | -1% |

Further compounds.
| JMJD2A Tudor inh | SMILES | rTrxR1 inhibitor | ERG-DNA inh | Tb PGK inh | GLS inh | ALOX12 inh | RGS4 inh | HP1b binding inh | Pin1 inhibitor |
| --- | --- | --- | --- | --- | --- | --- | --- | --- | --- |
| -2% | COc1ccc(/C=N/n2c(C)nc3sc(C)c(C)c3c2=O)cc1OC | 5% | 0% | -8% | -7% | ? | 3% | 34% | -6% |
| -36% | O=C(NCc1ccco1)c1cc(NS(=O)(=O)c2cccc([N+](=O)[O-])c2)ccc1O | 25% | 0% | -7% | 42%[activator] | ? | -16% | -24% | 0% |
| -11% | CS(=O)(=O)N(Cc1ccccc1)c1ccc(C(=O)N2CCc3ccccc3C2)cc1 | -16% | 0% | -6% | 13% | 0% | -9% | 34% | 3% |
| 6% | O=C(Cn1c(=O)n(CC2CCCO2)c(=O)c2ccccc21)Nc1cccc(Cl)c1 (configuration not stated) | 20% | 2% | 3% | 2% | -8% | -10% | 50%[activator] | -11% |
| -9%[57.1 µM] | CO/N=C(/CS(=O)(=O)c1ccc(Br)cc1)c1ccc(OC)cc1 | 0%[57.1 µM] | 8% | -2% | -4% | ? | 3%[11.4 µM] | 102%[activator] | 2% |
| -14% | CC(C)(C(=O)c1ccccc1)/[N+]([O-])=C/c1ccc(Br)cc1 | 15% | -7% | -6% | 2% | -4% | -15% | 20% | 1% |
| -30% | COc1ccc(N2CCN(CC(=O)Nc3ncc(C)s3)CC2)cc1 | 11% | -19% | · | 31%[activator] | -5% | ? | 0% | -7% |
| -17% | Cc1cc(C)cc(C(=O)N2CCN(Cc3ccc4c(c3)OCO4)CC2)c1 | 3%[57.1 µM] | 1% | 7% | 2% | 17% | 1% | 18% | 1% |
| -19%[11.4 µM] | Cc1c(CN2CCC(CO)(CCOc3ccccc3)CC2)[nH]c2c(Cl)cccc12 | 28% | 4% | i | 13% | ? | 9%[11.4 µM] | -5% | -3% |
| ? | NC(=S)NC(c1ccccc1)c1ccncc1 (configuration not stated) | 7%[11.4 µM] | -12% | 1% | 4% | ? | -32% | ? | 1% |
| ? | CC(=O)Nc1cccc(OC(=O)c2ccoc2C)c1 | -27% | -1% | 0% | -25% | 0% | 0% | 5% | -7% |
| ? | Cc1ccc(-n2c(C)cc(/C=N/NC(=O)c3ccncc3)c2C)cc1 | -9% | -3% | 28% | 5% | ? | -8% | 10% | 0% |
| 0% | Cc1nc(-c2ccc(Cl)cc2)sc1CCNC(=O)C(=O)Nc1ccc(F)cc1F | 10%[57.1 µM] | 3% | -7% | 0% | -8% | -23% | 30%[57 µM] | -1% |
| -13% | Cc1ccc(/C=C2\SC(=S)N(CCC(=O)NNC(=O)c3ccc(O)cc3)C2=O)cc1 | 22% | 19% | -7% | 5% | 8% | -11% | 18% | 37%[activator] |
| -20% | COc1cc(CNn2nnnc2N)ccc1OCc1c(Cl)cccc1Cl | 13% | 3% | 0% | 13% | -27% | -4% | 25% | -1% |
| -25% | CCOC(=O)Nc1nc(-c2ccccc2)c(C(=O)c2ccc(Cl)cc2)s1 | 3% | 7% | -7% | -6% | 323%[activator] | -27% | 6% | 7% |
| -8% | CN1CCN(C(=O)Nc2ccccc2CC[N+](=O)[O-])CC1 | 3%[57.1 µM] | -5% | i | 2% | -9% | 0% | 16% | -8% |
